# Assay outcomes from PubChem.
# Myeloid diff 2: compounds promoting myeloid differentiation | AID 624256 | ER-HoxA9 myeloid progenitors, lysozyme-GFP differentiation, flow cytometry | 360,000 compounds, 1% hits | calls only at 10 µM;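 active means normalized GFP-positive differentiation at or above the plate's own cutoff, the solvent-only control mean plus 3 SD; inconclusive means no clear call, values can overlap the other calls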;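 further: cells exposed to compound for four days before flow analysis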
# Myeloid diff 2 GFP+ MAC1+ %: recorded beside Myeloid diff 2, whose call it bears; GFP+ MAC1+ double positive, %; measured here: differentiation confirmed by MAC1 staining
# Starred values were filed as active, the others as inactive; i = inactive; ? = inconclusive; . = no result given; + = active, no number.
# Results follow in this order: Myeloid diff 2, Myeloid diff 2 GFP+ MAC1+ %
- CCOC(=O)C1CCCN(C(=O)c2ccc(N(C)C)cc2)CC1 (stereo not given)
  i, 0.8
- CN(C(=O)CSc1nnnn1-c1ccc(O)cc1)C1CCCCC1
  i, 0.4
- Cc1ccc(C2(C)NC(=O)N(CC(=O)NCCN3C(=O)S/C(=C\c4cccnc4)C3=O)C2=O)cc1 (stereo not given)
  i, 0.6
- CC(C)(C)c1ccc(C(=O)N2CCC(=O)N([C@H](COCc3ccccc3)Cc3ccccc3)CC2)cc1
  i, 0.7
- O=S1(=O)CC(N2CCN(CCO)CC2)CN1C1CCCCC1 (stereo not given)
  i, 1.2
- CCCCC[C@H](C)N1C[C@@H](COCc2ccccc2)Oc2cc(N3CC[C@@H](N(C)C)C3)ccc2S1(=O)=O
  i, 1.2
- CC(CCCN(C)C)C(Cc1ccccc1)c1ccccc1 (stereo not given)
  i, 0.0
- CC(=O)c1ccc(NC(=O)CN2C(=O)NC3(CCCc4ccccc43)C2=O)cc1 (stereo not given)
  i, 0.7
- COc1cccc(-c2cc(CNC(=O)[C@H]3O[C@@H](n4ccc(=O)[nH]c4=O)[C@H](O)[C@@H]3O)no2)c1
  i, 0.7
- CCCc1cc(=O)[nH]c(SCC(=O)Nc2ccc(N3CCCCC3)cc2)n1
  i, 1.3
- COc1ccc(NC(=O)c2oc3ccccc3c2NC(=O)c2ccc(OC)c(OC)c2)c(OC)c1
  i, 0.9
- CCCCCCC[C@@H](C/C=C/CCC(=O)O)OC
  i, 1.0
- Cc1ccc(-c2cc(C(=O)NCC3(N(C)C)CCCCC3)c3ccccc3n2)o1
  i, 1.1
- CC(C)CCN1CCC(CN2C(=S)NC[C@@H]2Cc2ccccc2)CC1
  i, 1.5
- CC(C)(C)c1ccc(C(=O)N2CCC2(C)C(=O)NCc2cccc3ccccc23)cc1 (stereo not given)
  i, 0.5
- CC(=O)C1(O)CCC2C3CCC4CC(=O)CCC4(C)C3C(=O)CC21C (stereo not given)
  i, 1.8
- O=C(COC(=O)c1ccc(F)cc1F)c1ccc[nH]1
  i, 0.3
- CC(C)CCN1C(=O)c2ccccc2C1c1nnnn1-c1ccc2c(c1)OCCO2 (stereo not given)
  i, 1.6
- NC(=S)NN=C1c2cc(Cl)ccc2-c2c1cc(Cl)cc2[N+](=O)[O-]
  i, 1.1
- COc1cc(/C=C/C(=O)OCC(=O)N2CC(C)OC(C)C2)ccc1OCC#N (stereo not given)
  i, 0.6

# Complete entries, looked up by structure.
# Results for `O=C(COC(=O)c1ccc(F)cc1F)c1ccc[nH]1` = Myeloid diff 2 = i; Myeloid diff 2 GFP+ MAC1+ % = 0.3
# Results for `CC(C)(C)c1ccc(C(=O)N2CCC2(C)C(=O)NCc2cccc3ccccc23)cc1` (stereo not given) = Myeloid diff 2 = i; Myeloid diff 2 GFP+ MAC1+ % = 0.5

# (next part)
# Results follow in this order: Myeloid diff 2, Myeloid diff 2 GFP+ MAC1+ %
- CCOc1ccc(CCN2C(=O)C(=O)N([C@@H](Cc3ccccc3)CN3CCC[C@H]3CN3C(=O)C(=O)NC[C@@H]3Cc3ccccc3)C[C@@H]2Cc2ccc(O)cc2)cc1
  i, 1.1
- COc1ccc(NS(=O)(=O)c2ccc(C)c(NC(=O)CNC(=O)c3ccco3)c2)cc1
  i, 0.4
- NS(=O)(=O)c1cccc(NC(=O)c2ccc(NS(=O)(=O)c3cccc([N+](=O)[O-])c3)cc2)c1
  i, 1.2
- CC(C)Nc1nc(-c2ccccc2CO)c2sccc2n1
  i, 1.0
- NC(CO)c1csc(Nc2ccc(C(=O)c3ccccc3)cc2)n1 (stereo not given)
  i, 1.3
- OC(Cc1cccc(Br)c1)c1ncc(-c2cccc(C(F)(F)F)c2)[nH]1 (stereo not given)
  i, 0.9
- C[C@@H]1CCCCCCCCC(=O)OCCN[C@H](C)CCCCCCCCC(=O)OCCN[C@H](C)CCCCCCCCC(=O)OCCN1
  i, 1.2
- Cc1ccc(C(=O)OCC(=O)Nc2ccc(C)c(S(=O)(=O)N3CCCCC3)c2)c(O)c1
  i, 1.3
- COc1cc(C)ccc1S(=O)(=O)NC(=O)C1(C)CCN1C(=O)c1ccc(C(F)(F)F)nc1C (stereo not given)
  i, 0.7
- COc1ccc(CN(C)C[C@@H]2OCc3cnnn3CCCC(=O)N([C@H](C)CO)C[C@H]2C)cc1
  i, 0.2
- CC(=O)c1ccc(N2CCN(C(=O)CNC(=O)c3ccc(Br)o3)CC2)cc1
  i, 1.6
- CC(C)(O)C#Cc1ccc(N2C(c3ccsc3)=Cc3ccc(F)cc3C2c2c[nH]c3ccccc23)cc1 (stereo not given)
  i, 1.4
- COc1ccccc1-c1oc2ccccc2c1C#CC1(O)CCCCC1
  i, 1.2
- COc1cc(NC(=O)CN2CCN(C(=O)c3ccco3)CC2)c(C)cc1[N+](=O)[O-]
  i, 1.0
- C#CCOCCOCCOCCNc1nc(N2CCN(C(=O)[C@H]([C@@H](C)CC)n3cc([C@@H](N)CO)nn3)CC2)nc(N2CCN(C(=O)[C@H](CCCCN)n3cc([C@@H](N)CO)nn3)CC2)n1
  i, 1.4
- CCCC(=O)N1CCC1(C)C(=O)Nc1ncc(C(=O)OC)s1 (stereo not given)
  i, 0.9
- Cc1ccc(NC(=O)COC(=O)c2ccc(OC(F)F)cc2)cc1S(=O)(=O)N1CCCCC1
  i, 1.5
- CC(C)(C)OC(=O)C[C@@H]1C/C=C\C[C@H](CC(=O)NCCO)C(=O)N[C@H](Cc2ccccc2)COC1=O
  i, 1.7
- CCCCn1nnnc1C(c1cc2ccccc2o1)N1CCCN(C(=O)OC(C)(C)C)CC1 (stereo not given)
  i, 1.4
- CCOC(=O)C1=CN(Cc2cccc(-c3ccc(Cl)nc3)c2)S(=O)(=O)N(C)C1C (stereo not given)
  i, 0.7

# Given as labelled records: 2 of the compounds above.
> NC(CO)c1csc(Nc2ccc(C(=O)c3ccccc3)cc2)n1 (stereo not given)
- Myeloid diff 2 = i
- Myeloid diff 2 GFP+ MAC1+ % = 1.3
> OC(Cc1cccc(Br)c1)c1ncc(-c2cccc(C(F)(F)F)c2)[nH]1 (stereo not given)
- Myeloid diff 2 = i
- Myeloid diff 2 GFP+ MAC1+ % = 0.9

# The results go on:
# Results follow in this order: Myeloid diff 2, Myeloid diff 2 GFP+ MAC1+ %
- CCc1cc(-c2nnn(CCC3COCCO3)c2CC)ccc1-c1cn(CCc2c[nH]c3ccccc23)nn1 (stereo not given)
  i, 0.2
- C[C@H](CO)N1C[C@H](C)[C@@H](CN(C)Cc2ccccc2)Oc2c(NS(=O)(=O)c3ccc(F)cc3)cccc2C1=O
  i, 1.1
- Cc1[nH]c2ccccc2c(=O)c1CNCc1ccccc1
  i, 1.1
- O=c1cnc2ccccc2n1Cc1ccccc1
  i, 0.9
- Cc1ccc(CN2CC(C(=O)N(CC(C)C)c3c(N)n(Cc4ccccc4)c(=O)[nH]c3=O)CC2=O)cc1 (stereo not given)
  i, 1.3
- Cn1cnc(C(=O)NCc2ccc(CNC(=O)OC(C)(C)C)cc2)c1C(=O)NCc1ccc(CNC(=O)OC(C)(C)C)cc1
  i, 2.4
- COc1ccc(-c2cc3nc(NCc4ccc(C)cc4C)n(C)c(=O)c3s2)cc1OC
  i, 1.6
- CCCCn1nnnc1C1(C)CCC(=O)N1C1CC1 (stereo not given)
  i, 1.3
- C[C@@H]1CN([C@H](C)CO)C(=O)Cc2cc(NC(=O)Nc3ccccc3)ccc2O[C@@H]1CN(C)C(=O)Nc1ccc2c(c1)OCO2
  i, 1.3
- Cc1c(Cl)cccc1NC(=S)C(=C([O-])c1ccc(Cl)s1)[n+]1ccccc1
  i, 2.3
- CC1(C)SC(C)(C)N(C=O)C1C(=O)O (stereo not given)
  i, 1.0
- N#Cc1cccc(C2CC(OCCF)=CC(=O)O2)c1 (stereo not given)
  i, 3.0
- Cc1cccc(C(=O)NC2CCN(CC(=O)Nc3cccc(Cl)c3)CC2)c1
  i, 0.6
- CCN(C(=O)COC(=O)c1c2c(nc3ccccc13)CCC2)c1c(N)n(Cc2ccccc2)c(=O)[nH]c1=O
  i, 1.4
- CS(=O)(=O)c1ccc(Cl)c(NC(=O)COC(=O)CCN2C(=O)C3CC=CCC3C2=O)c1 (stereo not given)
  i, 0.4
- COc1cccc(Nc2nc(C(N)Cc3ccc(Cl)cc3)cs2)n1 (stereo not given)
  i, 4.1
- O=C1Cc2cc(S(=O)(=O)NCc3ccc(F)cc3)ccc2N1
  i, 0.9
- O=C(Oc1ccccc1)c1ccccc1
  i, 1.1
- CCN1CCCSC1=S
  i, 0.2
- CS(=O)(=O)N1CCCCC1c1cc(C(=O)NCc2ccc(F)cc2)no1 (stereo not given)
  i, 0.6

# The listing continues:
molecule	Myeloid diff 2	Myeloid diff 2 GFP+ MAC1+ %
O=C(O)c1c[nH]c2ccc([N+](=O)[O-])cc2c1=O	i	0.3
CC(=O)Nc1cc(-c2cccc(C(=O)N(C)C)c2)cn2c(-c3cccc(C(F)(F)F)c3)cnc12	i	1.1
COC(=O)c1ccc(NS(=O)(=O)c2ccc(S(=O)(=O)N3CCOCC3)cc2)cc1	i	0.3
CSc1nc2[nH]c(=O)n(O)c(=O)c2n1Cc1ccccc1	i	0.8
COCCCNC(=O)C[C@H]1C[C@H](C(=O)N2CCOCC2)[C@@]2(CCC3CCCC3)c3[nH]c4cc(CCC(=O)N(C)C)ccc4c3CCN2C1=O	i	0.2
CC[C@]1(C(=O)OC)[C@H]2C(=O)N(Cc3ccccc3)C(=O)[C@H]2[C@H]2CN=C(SCC3CC3)N21	i	0.8
CC1=C(C(=O)N2CCCCCC2)CC(CC(=O)NC2CCCC2)C(=O)N1Cc1ccc(C(C)(C)C)cc1 (stereo not given)	i	1.8
Cc1cccc(C)c1-n1nnnc1C(c1ccnc2ccccc12)N(Cc1ccccc1)Cc1ccccc1 (stereo not given)	i	0.4
COc1ccccc1-c1ccc2c(c1)C(C)(Cc1cccc(C#N)c1)C(=O)N2 (stereo not given)	i	1.6
CC1(C(=O)NCc2cccc3ccccc23)CCN1Cc1ccccc1OC(F)F (stereo not given)	i	0.3
CC(C)(C)S(=O)N1Cc2cc(CO)cc(-c3ccccc3)c2[C@H]1CCO (stereo not given in full)	i	0.2
NS(=O)(=O)c1cccc(NC(=O)CSc2nc3ccccc3c(=O)n2Cc2ccco2)c1	i	0.5
CCC(c1nnnn1-c1ccc2c(c1)OCCO2)N1CCN(CCN2CCOCC2)CC1 (stereo not given)	i	1.0
COCOCCn1cc(CN2CCS(=O)(=O)N(Cc3ccc(-c4ccc(F)nc4)cc3)C(CC(C)C)C2=O)nn1 (stereo not given)	i	1.4
CC(=O)c1ccccc1NC(=O)COC(=O)c1cc[n+]([O-])cc1	i	1.0
O=C(COC(=O)c1ccc(S(=O)(=O)N2CCCCCC2)cc1)Nc1ccccc1C(F)(F)F	i	0.5
CCCNC(=O)c1cc(C2CCCN(C(=O)c3ccc(NC(C)=O)cc3)C2)on1 (stereo not given)	i	0.3
COc1cccc(NC(=O)C2(C)CCN2C(=O)Cc2ccc(C(C)C)cc2)c1 (stereo not given)	i	1.3
C[C@H](NC(=O)CC[C@H]1O[C@@H](n2ccc(=O)[nH]c2=O)[C@H](O)[C@@H]1O)C(=O)O	i	1.3
CCCCCCCCC(c1nc2ccccc2[nH]1)N1CCN=C(c2ccccc2)C1=O (stereo not given)	i	1.1
N#Cc1cccc(NC(=O)c2cc(C3CCCCN3S(=O)(=O)c3cccc4cccnc34)on2)c1 (stereo not given)	i	1.3
COc1ccc(N2C(=O)c3ccccc3NC(=O)C2C(=O)NCc2ccco2)cc1 (stereo not given)	i	1.7
CCN(C[C@H]1N[C@@](C)(C(=O)OC)[C@H]2C(=O)N(Cc3ccccc3)C(=O)[C@@H]12)C(=O)Nc1ccc(F)cc1	i	1.7
C[C@@H](c1ccccc1)N1C[C@H]2CCCN2c2cc(Br)ccc2S1(=O)=O	i	0.6
O=C(OCc1ccccc1)N1CCC2CC1c1cc(N3CCN(S(=O)(=O)c4cccc(C(F)(F)F)c4)CC3)ccc12 (stereo not given)	i	0.8

# Overlap with the part before: three compounds, then new ones.
molecule	Myeloid diff 2	Myeloid diff 2 GFP+ MAC1+ %
CCN(C[C@H]1N[C@@](C)(C(=O)OC)[C@H]2C(=O)N(Cc3ccccc3)C(=O)[C@@H]12)C(=O)Nc1ccc(F)cc1	i	1.7
C[C@@H](c1ccccc1)N1C[C@H]2CCCN2c2cc(Br)ccc2S1(=O)=O	i	0.6
O=C(OCc1ccccc1)N1CCC2CC1c1cc(N3CCN(S(=O)(=O)c4cccc(C(F)(F)F)c4)CC3)ccc12 (stereo not given)	i	0.8
C=CC[C@H](CC(=O)N(CCO)Cc1ccccc1)C(=O)N[C@H](COC(=O)[C@H](CC=C)CC(=O)OC(C)(C)C)Cc1ccccc1	i	1.2
C[C@@H](NS(=O)(=O)c1cc(Cl)ccc1F)[C@H](O)c1ccccc1	i	0.9
O=C(COC(=O)COc1ccccc1F)NCc1ccco1	i	1.0
O=C1c2ccccc2C(c2nnnn2-c2ccc3ccccc3c2)N1C1CC1 (stereo not given)	i	1.5
COc1ccc(CN(C)C(=O)c2ccc(Cl)c(S(=O)(=O)NCc3cccnc3)c2)cc1F	i	0.5
CN(C(=O)CSc1nc(-c2cccs2)nc2ccccc12)C1CCS(=O)(=O)C1 (stereo not given)	i	1.0
CCCC/C=C/c1cccc2nncn12	i	0.5
CCO/C(C)=N/Oc1cc(OC)cc(OC)c1	i	0.4
CCCCC[C@@H]1CCCCC[C@H](O)C[C@@H](O)[C@@H](O)/C=C/C(=O)O1	i	0.6
COc1ccc(-c2sc3ccc(OC)cc3c2C#Cc2cncn2C)cc1	+	22.6*
CCCCNc1c(-c2ccc(OC)c(SC3CCCCC3)c2)nc2ccc(Cl)cn12	?	.
Cc1ccccc1-c1cc2nc(NCc3ccccc3)n(C)c(=O)c2s1	i	1.0
COc1cc(-c2coc3c(C(=O)NCc4cccc(Cl)c4)cccc23)ccc1O	i	1.0
C#CCOCCOCCOCCNc1nc(N2CCN(C(=O)[C@H](CCCN=C(N)N)n3cc(C(N)[C@@H](C)CC)nn3)CC2)nc(N2CCN(C(=O)[C@H](CCC(=O)O)n3cc([C@@H](N)[C@H](C)CC)nn3)CC2)n1 (stereo not given in full)	i	0.9

# These rows are one share of the data, so the mix of outcomes need not match the whole.
